# Screening data (PubChem)
# Gli-Sufu antag – blocks Gli-Sufu signaling in a luciferase reporter; Sufu-KO-LIGHT fibroblasts, Gli luciferase reporter luminescence; inhibition, % at 5 µM; 0.74% of 340,000 active; AID 588413;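 active means inhibition above about 55%, limit read from the data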;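 further: 0% = DMSO-treated cells and 100% = wells with medium but no cells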
# 697 NFkB inh – inhibitors of the PMA/ionomycin-induced NF-kB reporter in 697 B cells; 697 B-cell NF-kB luciferase reporter, 16 h; inhibition, % at 4 µM; 0.33% of 330,000 active; AID 435022; in the data active means inhibition above about 35%
# HKDC1 inh – inhibitors of human hexokinase HKDC1 | Q2TB90 | recombinant HKDC1, G6PDH/diaphorase resazurin coupled fluorescence | inhibition, % at 20 µM | 0.16% of 340,000 active;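 active means inhibition above about 35% when tested at 20 µM, limit read from the data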;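 further: plate controls were DMSO wells with enzyme for no effect and DMSO wells lacking enzyme for full effect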
#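 Material – in-house recombinant HK5 (HKDC1) enzyme · Quantity – HKDC1 at 5 µg/mL · Buffer or medium – pH 8.0 Tris buffer with 10 mM MgCl2 · Reagent – glucose with 1 mM ATP · Dosing – single 20 µM dose · Times – reaction time 90 min, room temperature, protected from light · Technique – resorufin fluorescence at 613 nm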
# UBC13 polyUb – blocks human UBC13 polyubiquitin chain formation; P61088; TR-FRET; inhibition, % at 20 µM; 0.47% of 330,000 active; AID 485273; in the data active means inhibition above about 45%, passing the limit was not always enough
# Target sequence (P61088 whole entry, looked up): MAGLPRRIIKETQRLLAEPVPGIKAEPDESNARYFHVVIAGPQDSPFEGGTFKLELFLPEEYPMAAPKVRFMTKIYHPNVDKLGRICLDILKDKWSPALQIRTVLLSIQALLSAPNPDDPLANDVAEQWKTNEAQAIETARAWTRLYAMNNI
# SENP7 block – inhibitors of human SENP7 protease. recombinant SENP7, Z-RLRGG-aminoluciferin luminescence, 40 min. inhibition, % at 5 µM. 1.5% of 330,000 active. AID 434973;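 active means inhibition above about 50% at the single test dose, limit read from the data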;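 further: plate controls were DMSO with enzyme for no effect and no enzyme buffer wells for full effect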
# Target sequence (Q9BQF6 706-1050 limits assumed): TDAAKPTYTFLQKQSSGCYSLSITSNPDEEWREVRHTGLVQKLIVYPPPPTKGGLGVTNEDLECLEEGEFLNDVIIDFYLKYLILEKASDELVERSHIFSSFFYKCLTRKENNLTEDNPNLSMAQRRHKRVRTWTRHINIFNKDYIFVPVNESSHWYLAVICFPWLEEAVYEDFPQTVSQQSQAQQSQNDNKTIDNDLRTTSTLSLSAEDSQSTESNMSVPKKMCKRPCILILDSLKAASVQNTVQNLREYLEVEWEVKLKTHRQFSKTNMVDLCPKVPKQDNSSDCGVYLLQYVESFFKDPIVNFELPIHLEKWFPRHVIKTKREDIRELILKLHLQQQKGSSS
# SENP8 block – inhibitors of human SENP8 protease; purified SENP8, Z-RLRGG-aminoluciferin cleavage, luminescence; inhibition, % at 10 µM; 1.2% of 330,000 active
# Target sequence (Q96LD8 whole entry, looked up): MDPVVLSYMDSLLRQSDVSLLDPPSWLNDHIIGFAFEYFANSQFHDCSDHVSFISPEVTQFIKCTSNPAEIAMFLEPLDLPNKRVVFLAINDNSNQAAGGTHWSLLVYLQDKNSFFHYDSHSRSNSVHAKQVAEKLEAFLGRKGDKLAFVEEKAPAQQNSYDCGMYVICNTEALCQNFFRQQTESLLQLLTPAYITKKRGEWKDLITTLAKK
# Apaf-1 inh – human Apaf-1 inhibition | O14727 | reconstituted apoptosome caspase-3 activity, DEVD-Rh110 fluorescence | inhibition, % at 20 µM | 0.71% of 330,000 active | AID 489030; active means inhibition of at least 40% at 20 µM;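 further: plate controls were DMSO wells for no effect and DEVD-CHO caspase inhibitor wells for full effect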
#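 System: Apoptosome proteins | Medium: Hepes pH 7.5 with detergent and BSA | Also added: Cytochrome c trigger plus (Z-DEVD)2-Rh110 caspase-3 substrate | Incubation: 30 min compound preincubation, 50 min activation, room temperature | Detection: Rhodamine 110 fluorescence at Ex 480/Em 540 nm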
# Jurkat NFkB inh – inhibitors of the PMA/ionomycin-induced NF-kB reporter in Jurkat cells | PMA/ionomycin-induced NF-kB luciferase reporter, luminescence | AID 435003 | inhibition, % at 4 µM | 0.53% of 330,000 active
# * hit, by the source's call; . = no result given; & = joins results of further samples. Unless noted, no stated cut-off is given here; in the data, active means inhibition above about 50%; inactive means the rest.
# Letter code – A = Gli-Sufu antag; B = 697 NFkB inh; C = HKDC1 inh; D = UBC13 polyUb; E = SENP7 block; F = SENP8 block; G = Apaf-1 inh; H = Jurkat NFkB inh
O=C(COC(=O)CNC(=O)c1ccccc1F)Nc1ncc(Cl)cc1Cl
  A = 2	B = -6	C = -1	D = -15	E = -6	F = -15	G = 4	H = 10
CCOC(=O)C1CCN(c2cc3c(cc2NC(=O)c2ccc(F)cc2)n(C)c(=O)n3C)CC1
  A = 11	B = 6	C = 3	D = 3	E = -2	F = -3	G = 21	H = -11
CCOC(=O)c1nnn(-c2nonc2N)c1-c1ccc(F)cc1
  A = -9	B = -25	C = 6	D = -11	E = 2	F = -3	G = 6	H = -3
O=C(c1ccc2[nH]c(=O)c(=O)[nH]c2c1)N1CCc2ccccc2C1
  A = 3	B = -16	C = -4	D = 1	E = -13	F = -3	G = 3	H = -6
C=CCNC(=O)C(C#N)c1nc2ccccc2nc1N1CCN(Cc2ccccc2)CC1 (centres undefined)
  A = 25	B = 8	C = 6	D = -4	E = -7	F = -12	G = 19	H = -4
CCN(C(=O)CSc1cccc[n+]1[O-])C1CCCCC1
  A = -5	B = 9	C = -4	D = 3	E = 0	F = 15	G = -9	H = -5
CCOC(=O)N1CCC(N(CCN(C)C)C(=S)Nc2ccccc2OCC)CC1
  A = 7	B = 10	C = -4	D = 15	E = -1	F = 3	G = -21	H = 8
Cc1cccc(N2CCN(C(=O)c3cc4ccccc4oc3=O)CC2)c1C
  A = 36	B = -18	C = -1	D = -1	E = 10	F = 8	G = 11	H = 1
O=C(Cn1c(=O)n(Cc2ccccc2)c(=O)c2cc(Cl)ccc21)NCC1CCCO1 (centres undefined)
  A = 6	B = 8	C = -2	D = 0	E = -9	F = -10	G = -2	H = -18
c1ccc(CSC2=NCCS2)cc1
  A = -7	B = 11	C = -7	D = 7	E = -1	F = 0	G = -2	H = -4

# Quoted at random: 5 records from the list
# Letter code – A = Gli-Sufu antag; B = 697 NFkB inh; C = HKDC1 inh; D = UBC13 polyUb; E = SENP7 block; F = SENP8 block; G = Apaf-1 inh; H = Jurkat NFkB inh
c1ccc(CSC2=NCCS2)cc1
  A = -7	B = 11	C = -7	D = 7	E = -1	F = 0	G = -2	H = -4
O=C(c1ccc2[nH]c(=O)c(=O)[nH]c2c1)N1CCc2ccccc2C1
  A = 3	B = -16	C = -4	D = 1	E = -13	F = -3	G = 3	H = -6
Cc1cccc(N2CCN(C(=O)c3cc4ccccc4oc3=O)CC2)c1C
  A = 36	B = -18	C = -1	D = -1	E = 10	F = 8	G = 11	H = 1
CCOC(=O)C1CCN(c2cc3c(cc2NC(=O)c2ccc(F)cc2)n(C)c(=O)n3C)CC1
  A = 11	B = 6	C = 3	D = 3	E = -2	F = -3	G = 21	H = -11
O=C(Cn1c(=O)n(Cc2ccccc2)c(=O)c2cc(Cl)ccc21)NCC1CCCO1 (centres undefined)
  A = 6	B = 8	C = -2	D = 0	E = -9	F = -10	G = -2	H = -18

# The results go on:
# Letter code – A = Gli-Sufu antag; B = 697 NFkB inh; C = HKDC1 inh; D = UBC13 polyUb; E = SENP7 block; F = SENP8 block; G = Apaf-1 inh; H = Jurkat NFkB inh
O=C(CCc1c[nH]c2ccccc12)OCC(=O)N1CCN(S(=O)(=O)c2ccccc2)CC1
  A = -1	B = 2	C = 0	D = -2	E = -4	F = 5	G = 9	H = 13
COC(=O)C1=C(C)NC(=O)/C1=C\c1cc(C)n(-c2ccccc2)c1C
  A = -17	B = -9	C = -10	D = -5	E = 1	F = -3	G = 16	H = 1
COc1ccc(-c2csc(/C(C#N)=C\c3cccc([N+](=O)[O-])c3)n2)cc1
  A = .	B = 4	C = .	D = -2	E = -2	F = -4	G = 13	H = 0
CCCCCCCCC(=O)N/N=C(\C)c1ccc(O)cc1O
  A = 2	B = -11	C = -21	D = 6	E = 2	F = 3	G = 3	H = 0
CC(C)CC(=O)NC1(C(F)(F)F)NC(=O)N(c2ccccc2)C1=O (centres undefined)
  A = -4	B = 7	C = -2	D = -6	E = 5	F = -9	G = 7	H = 46
COC(=O)c1cc(C(=O)c2cc(Br)ccc2O)coc1=N
  A = -8	B = 3	C = 14	D = -7	E = -4	F = -14	G = 9	H = 5
CCc1ccc2c(c1)/C(=C/C(=O)c1cccs1)C(=O)N2
  A = -12	B = -22	C = 7	D = -25	E = -13	F = -12	G = 12	H = -7
COc1cccc(CNC(=O)c2cccc(S(=O)(=O)N3CCN(C)CC3)c2)c1
  A = 7	B = 3	C = -5	D = 2	E = 7	F = 7	G = -1	H = 1
NC(=O)C1CCN(C(=O)COc2cccc3cccnc23)CC1
  A = -7	B = -3	C = -6	D = 5	E = 0	F = 3	G = -12	H = 4
C=CCOc1ccc(CN(C)CC(=O)Nc2ccccc2[N+](=O)[O-])cc1
  A = -46	B = 3	C = 5	D = 8	E = -5	F = 8	G = 1	H = 2
O=C(NCc1ccncc1)Nc1cccc(Cl)c1
  A = -8	B = 1	C = -4	D = 8	E = 1	F = 3	G = -8	H = -2
COc1ccc(-c2cc(-c3nnc(COC(=O)c4ccncc4)o3)c3ccccc3n2)cc1OC
  A = -1	B = 34	C = 8	D = 12	E = 6	F = 8	G = 5	H = -16
O=C(c1cc2cc(F)ccc2[nH]1)N1CCC(Cc2ccccc2)CC1
  A = 1	B = 0	C = 0	D = -5	E = 5	F = 1	G = 23	H = -13
CN(C)CC/C=C1/c2ccccc2Sc2ccc(Cl)cc21
  A = 6&1	B = 12&-12	C = -4&-1	D = 24&22	E = 5&10	F = -5&9	G = 39&-1	H = 3&-6
NC(=O)Nc1ccc(Oc2ncc(C(F)(F)F)cc2Cl)cc1
  A = 1	B = 14	C = 1	D = -1	E = 6	F = -4	G = 10	H = 2
CCCCn1c(SCC(=O)Nc2cc(C)on2)nnc1-c1cccnc1
  A = 6	B = -12	C = -13	D = 1	E = 2	F = 6	G = -26	H = -2
COc1cccc(NC(=O)NC2CC(=O)N(c3ccc4c(c3)OCCO4)C2)c1 (centres undefined)
  A = -9	B = 0	C = -6	D = 0	E = 18	F = -6	G = 8	H = -5
COc1cccc(-c2nc3n(n2)C(c2ccccc2Cl)C(C(N)=O)=C(C)N3)c1 (centres undefined)
  A = 7	B = 1	C = -5	D = 5	E = 1	F = -1	G = -7	H = -17
COc1ccc(CCN=C(N)NS(=O)(=O)c2ccc(OC)cc2)cc1
  A = -3	B = 18	C = 8	D = 4	E = 3	F = 0	G = 1	H = 1
Cc1cccc(C(C)C)c1NC(=O)c1cc2ccccc2o1
  A = -4	B = 0	C = -5	D = -2	E = 10	F = -18	G = 9	H = -8
CN(C(=O)COC(=O)C1CCN(S(=O)(=O)c2ccc(Cl)cc2)CC1)C1CCS(=O)(=O)C1 (centres undefined)
  A = 7	B = 0	C = -3	D = 7	E = -6	F = 10	G = -10	H = -1
Clc1ccccc1CN1CCSCC1
  A = 6	B = -5	C = 1	D = 0	E = -4	F = -1	G = -14	H = -4
Fc1ccc(-c2nnc(-c3ccc(Cl)cc3Cl)o2)cc1
  A = .	B = -169	C = 0	D = 6	E = 92*	F = 72*	G = 5	H = -137
CCC1=Nc2cc(C(=O)NCCN3CCCC3)ccc2Sc2ccccc21
  A = 34	B = 11	C = -6	D = 15	E = 6	F = 21	G = 15	H = -24
CCOC(=O)c1cc(-c2ccccc2)nn1Cc1cc(C)no1
  A = 12	B = -37	C = -3	D = -1	E = -9	F = 4	G = 6	H = 2
COc1ccc(/C=C2/SC(=S)N(CCCC(=O)Nc3ccc(O)cc3)C2=O)cc1OC
  A = 12	B = 45*	C = -5	D = -18	E = 3	F = -1	G = 15	H = -19
COc1ccc(C(=O)N2CCCN(C)CC2)c(OC)c1
  A = -2	B = 2	C = 4	D = 3	E = -4	F = -3	G = -2	H = -3
CCOC(=O)C1CCCN(C2CC(=O)N(c3cccc(C(F)(F)F)c3)C2=O)C1 (centres undefined)
  A = -14	B = -7	C = -5	D = 3	E = 6	F = -9	G = -14	H = 8
Cc1cc(N2CCCC2)n2nc(C)nc2n1
  A = -3	B = -11	C = -1	D = -4	E = -6	F = -12	G = 3	H = 11
CC(C)CNS(=O)(=O)c1ccc(S(=O)(=O)N2CCN(C3CCCC3)CC2)cc1
  A = -11	B = 5	C = -5	D = 0	E = -13	F = 5	G = 2	H = 14

# Brought forward from above: 2 entries, then new ones.
# Letter code – A = Gli-Sufu antag; B = 697 NFkB inh; C = HKDC1 inh; D = UBC13 polyUb; E = SENP7 block; F = SENP8 block; G = Apaf-1 inh; H = Jurkat NFkB inh
Cc1cc(N2CCCC2)n2nc(C)nc2n1
  A = -3	B = -11	C = -1	D = -4	E = -6	F = -12	G = 3	H = 11
CC(C)CNS(=O)(=O)c1ccc(S(=O)(=O)N2CCN(C3CCCC3)CC2)cc1
  A = -11	B = 5	C = -5	D = 0	E = -13	F = 5	G = 2	H = 14
COc1ccc(CC(=O)OCC(=O)Nc2ccc3c(c2)OCO3)cc1
  A = -1	B = 16	C = -5	D = 8	E = 6	F = 0	G = -11	H = 3
Nc1nc(SCC(=O)NCC2CCCO2)n[nH]1 (centres undefined)
  A = 10	B = -9	C = 2	D = -4	E = -2	F = -3	G = 3	H = -10
CC(=O)c1c(COC(=O)c2cccc(C)c2)nc2ccccc2[n+]1[O-]
  A = 4	B = -15	C = 0	D = -1	E = -5	F = -8	G = -10	H = -2
Cc1cc(NS(=O)(=O)c2ccc(NC(=O)C(C)Oc3ccccc3Cl)cc2)no1 (centres undefined)
  A = -11	B = -50	C = -6	D = -11	E = 9	F = -10	G = 9	H = -25
CC1CCCC(C)N1S(=O)(=O)c1ccc(NC(=O)c2ccccc2C(=O)N2CCOCC2)cc1 (centres undefined)
  A = -1	B = 14	C = -7	D = 5	E = 3	F = 0	G = -5	H = 9
CC(C)CCc1noc(CN2CCC(CCN3CCCC3=O)CC2)n1
  A = 11	B = 7	C = -9	D = 8	E = -1	F = -4	G = -3	H = -13
Cc1cccc(NC(=S)N2CCC(NC(=O)C3CCCCC3)CC2)c1
  A = -12	B = -1	C = 0	D = 1	E = 3	F = 8	G = 4	H = -1
Cc1cc(C)n2[nH]c(=O)c(N=Nc3ccccc3)c2n1
  A = -1	B = -3	C = 4	D = -101	E = -7	F = -10	G = 14	H = 15
CCCn1c(=O)[nH]c(=O)c2c1nc(-c1ccccc1OC(F)F)n2CCOC
  A = 7	B = 10	C = -2	D = 9	E = 2	F = 2	G = -1	H = -6
Cn1cnc([N+](=O)[O-])c1SCC(=O)NN
  A = 12	B = 4	C = -18	D = 2	E = 14	F = 2	G = -20	H = -10
Cc1cc(C)c(NC(=O)C2c3ccccc3Oc3ccccc32)c(C)c1
  A = -4	B = 4	C = -3	D = -1	E = 2	F = 3	G = -9	H = 5
O=C(/C=C/c1ccccn1)c1cc(Cl)cc(Cl)c1O
  A = 10	B = -11	C = -1	D = -3	E = 2	F = 0	G = 8	H = 67*
CCOC(=O)C(=CNc1cc(C)nn1-c1ccc(C)cc1)C(=O)OCC
  A = 3	B = 24	C = 14	D = 1	E = 8	F = -2	G = 1	H = 19
CCOC(=O)C1C(c2cccnc2)NC(=O)NC1(O)C(F)(F)F (centres undefined)
  A = -9	B = 5	C = 7	D = -1	E = 7	F = 4	G = 3	H = -9
O=C(N/N=C/c1cccnc1)/C(=C\c1cccs1)NC(=O)c1ccccc1
  A = 4	B = 9	C = 5	D = -15	E = 7	F = -4	G = 10	H = 5
CN(CC(=O)Nc1ccc(Br)cc1)Cc1ccccc1
  A = -10	B = 8	C = -5	D = 15	E = 0	F = -1	G = 13	H = -10
CC(C)OC(=O)C1=C(N)N2C(=O)CSC2=C(C(=O)OC(C)C)C1
  A = 3	B = 9	C = 3	D = 12	E = 9	F = 0	G = 5	H = -16
Cc1ccc(C)c(C(=O)CN2C(=O)CCC2=O)c1
  A = -1	B = 16	C = -4	D = 2	E = 1	F = 2	G = -12	H = 26
C=CCNC(=O)c1ccc2c3n(nc2c1)-c1ccccc1CO3
  A = -137	B = -167	C = -7	D = -1	E = 75*	F = 77*	G = -5	H = -154
Cn1nc(CC(=O)Nc2ccc3c(c2)CCC3)c2ccccc2c1=O
  A = 72*	B = 41*	C = 5	D = 13	E = 4	F = -3	G = 5	H = 59*
